# Bioassay records from PubChem BioAssay.
# PG9 binder: PG9 antibody binding by small molecule; TR-FRET gp120-PG9 antibody binding; inhibition, % at 6.7 µM; hit rate 0.43% among 360,000; AID 624416; in the data active means inhibition above about 8.5%
# NR1D1 modulator: modulators of human Rev-erb alpha DNA binding; Rev-erbα–FITC-DNA binding, fluorescence polarization, 90 min; activity, % at 10 µM; hit rate 0.79% among 370,000; P20393;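 active means activity above about 14%, limit read from the data; passing the limit was not always enough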;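 further: 0% = DMSO wells with 35 nM protein and 100% = DMSO wells with 750 nM protein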
# DAX1 inh-1: inhibitors of DAX1 repression of SF-1 activated StAR promoter. inhibition, % at 6.8 µM. HEK293T StAR-luciferase reporter, SF-1/DAX-1 repression relief. hit rate 1.1% among 370,000. AID 652010;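 active means inhibition above the mean over all tested compounds plus 3 SD, cut at about 3.6% in these data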;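 further: 0% = DAX-1 cells with DMSO and 100% = cells lacking DAX-1 with DMSO; higher inhibition means more luminescence from relief of DAX-1 repression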
# hgDAF-12 ag: activates the H. glycines DAF-12 receptor ligand-binding domain | activation, % at 6.8 µM | hit rate 1.8% among 370,000 | HEK293 GAL4-hgDAF12 UAS-luciferase reporter, agonist luminescence; normalized to butyrate control;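 active means activation above a cutoff set at the mean of all screened compounds plus 3 SD, cut at about 10% in these data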;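 further: 0% = DMSO wells and 100% = sodium butyrate wells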
# DAX1 inh-2: inhibitors of human orphan nuclear receptor DAX1 (NR0B1). hit rate 0.99% among 340,000. HEK293 Gal4-DAX1 luciferase reporter, luminescence. AID 504766. inhibition, % at 6.75 µM. P51843;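 active means inhibition above the mean over all tested compounds plus 3 SD, cut at about 4.2% in these data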;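 further: 0% = DAX1-transfected cells with DMSO and 100% = empty-vector control cells with DMSO; inhibition shows as a rise in luminescence from relieved DAX1 repression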
# Target sequence (P51843 207-470 limits assumed): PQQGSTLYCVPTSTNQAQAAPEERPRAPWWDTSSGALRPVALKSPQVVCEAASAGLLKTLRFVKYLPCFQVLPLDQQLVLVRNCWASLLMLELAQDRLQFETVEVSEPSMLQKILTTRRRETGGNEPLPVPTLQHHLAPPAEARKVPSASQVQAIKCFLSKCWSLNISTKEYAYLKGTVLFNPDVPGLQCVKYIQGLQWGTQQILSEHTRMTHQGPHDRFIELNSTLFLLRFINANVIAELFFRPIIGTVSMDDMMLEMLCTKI
# GAA850 FXN act: activators of GAA850 frataxin (FXN) promoter; HEK293 lucGAA850 FXN promoter luciferase reporter, 24 h; percent of 10 µM SAHA response; activation, % at 6 µM; hit rate 0.56% among 360,000; AID 540364;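 active means activation above the average of all compounds screened plus 3 SD, cutoff fixed separately per campaign, cut at about 7.5% in these data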;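 further: 0% = DMSO wells and 100% = 10 µM SAHA wells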
# SMARCA2 act: SMARCA2 function activation, primary screen | activation, % at 9.1 µM | hit rate 1% among 370,000 | MG213 cells, MMTV-luciferase reporter, dexamethasone, overnight; in the data active means activation above about 7.8%;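 further: 0% = vehicle wells and 100% = reference activator wells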
# ssDAF-12 act: activates DAF-12 receptor from parasite S. stercoralis | HEK293 ssDAF-12/GRIP1 lit1-tk-luc reporter, luminescence; % of 3 µM dafachronic acid response | activation, % at 6.8 µM | hit rate 1% among 370,000;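 active means activation above the mean over all tested compounds plus 3 SD, cut at about 0.9% in these data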;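 further: 0% = DMSO-only wells and 100% = 3 µM delta7-dafachronic acid wells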
# hcDAF-12 act: activates DAF-12 receptor from parasite H. contortus; HEK293 hcDAF-12 lit1-tk-luc reporter, luminescence; 0% DMSO, 100% Δ7-dafachronic acid; activation, % at 6.8 µM; hit rate 1.4% among 370,000;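 active means activation above the mean of all tested compounds plus 3 SD, cut at about 5.5% in these data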;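 further: 100% = response to 3 µM Δ7-dafachronic acid high control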
# PLC-beta3 inh: PLC-beta3 (human) inhibition, primary screen. inhibition, % at 12.2 µM. Purified PLC-beta3, fluorogenic substrate, fluorescence. AID 720704. hit rate 0.18% among 370,000. Q01970; in the data active means inhibition above about 11%;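 further: 0% = median of compound wells on plate and 100% = full blocker control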
# HGIII-sPLA2 inh: Inhibits HGIII-sPLA2 liposome hydrolysis, primary screen. QFRET BODIPY PC-A2 liposome hydrolysis, fluorescence. hit rate 0.56% among 370,000. Q9NZ20. inhibition, % at 12.2 µM;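 active means inhibition above mean plus 3 SD of compounds lying within the high and low control bounds, cut at about 19% in these data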;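 further: 0% = median of test compound wells and 100% = no enzyme DMSO wells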
# Target sequence (Q9NZ20 whole entry, looked up): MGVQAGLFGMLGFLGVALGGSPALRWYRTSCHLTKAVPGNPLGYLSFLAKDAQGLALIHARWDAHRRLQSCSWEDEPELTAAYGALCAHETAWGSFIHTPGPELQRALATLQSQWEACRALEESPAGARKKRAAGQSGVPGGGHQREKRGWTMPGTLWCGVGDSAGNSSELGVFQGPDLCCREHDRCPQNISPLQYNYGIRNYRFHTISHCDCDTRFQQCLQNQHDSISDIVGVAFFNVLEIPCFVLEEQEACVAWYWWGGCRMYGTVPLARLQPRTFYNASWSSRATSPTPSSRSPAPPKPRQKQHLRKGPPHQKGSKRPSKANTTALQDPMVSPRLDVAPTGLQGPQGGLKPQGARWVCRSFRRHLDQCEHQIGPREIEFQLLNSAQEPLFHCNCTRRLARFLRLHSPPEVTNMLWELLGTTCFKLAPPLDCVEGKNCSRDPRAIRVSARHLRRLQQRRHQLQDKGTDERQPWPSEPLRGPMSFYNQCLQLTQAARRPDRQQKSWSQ
# An asterisk follows results filed as active; . = not tested or not shown.
# The opening ten compounds (preview)
SMILES,PG9 binder,NR1D1 modulator,DAX1 inh-1,hgDAF-12 ag,DAX1 inh-2,GAA850 FXN act,SMARCA2 act,ssDAF-12 act,hcDAF-12 act,PLC-beta3 inh,HGIII-sPLA2 inh
O=C(/C=C/c1ccccc1)N1c2ccccc2Sc2ccc(C(F)(F)F)cc21,0.0,10,0.8,2.8,0.1,1.8,-2,0.1,0.1,2,2
COC(=O)c1ccccc1NC(=O)C/C(C)=N/NC(=O)CC#N,2.0,2,0.2,-1.8,0.4,3.7,-4,-0.3,1.8,-6,-14
Cc1cc(C)cc(OCC(=O)Nc2ccc3c(c2)OCCO3)c1,2.1,-6,0.3,-0.4,0.7,0.5,0,-1.4,-2.5,-4,-4
COc1cc(C(O)P(=O)(OCC(C)C)OCC(C)C)cc(OC)c1OC (stereo unspecified),-2.8,3,0.0,-1.8,-0.2,-3.6,2,-0.9,-1.5,4,-2
O=C(O)c1ccc(Nc2nc3ccccc3nc2NS(=O)(=O)c2cccs2)cc1,-1.1,1,-0.1,-2.7,1.5,0.3,2,-1.3,-0.4,-22,-3
CCOC(=O)Nc1ccc2c(c1)ncn2C1CCCCC1,0.0,-4,0.2,2.6,0.5,4.4,4,-2.0,-0.8,-1,3
COc1cc(CO)ccc1Oc1nc2ccccc2n2cnnc12,-2.1,-6,-0.5,-2.0,-1.2,-0.7,0,-1.0,-1.8,-8,-4
NS(=O)(=O)c1ccc(CCNS(=O)(=O)c2ccc(Cl)nc2)cc1,-1.1,-6,0.2,0.3,-0.2,-0.4,2,-1.4,-1.9,-10,-5
CN1CCN(c2nc(-c3ccccc3)cc(C(F)(F)F)n2)CC1,1.4,1,-0.6,0.0,0.2,2.2,-3,-0.7,-0.6,-8,-2
C[C@H]1CN([C@@H](C)CO)C(=O)c2cccc(NC(=O)Nc3ccc(C(F)(F)F)cc3)c2O[C@@H]1CN(C)Cc1ccc(Cl)c(Cl)c1,-0.5,-3,-2.3,-3.9,-3.2,-9.6,-1,-2.3,-1.7,-1,-5

# Results, from the first entry:
SMILES,PG9 binder,NR1D1 modulator,DAX1 inh-1,hgDAF-12 ag,DAX1 inh-2,GAA850 FXN act,SMARCA2 act,ssDAF-12 act,hcDAF-12 act,PLC-beta3 inh,HGIII-sPLA2 inh
O=C(/C=C/c1ccccc1)N1c2ccccc2Sc2ccc(C(F)(F)F)cc21,0.0,10,0.8,2.8,0.1,1.8,-2,0.1,0.1,2,2
COC(=O)c1ccccc1NC(=O)C/C(C)=N/NC(=O)CC#N,2.0,2,0.2,-1.8,0.4,3.7,-4,-0.3,1.8,-6,-14
Cc1cc(C)cc(OCC(=O)Nc2ccc3c(c2)OCCO3)c1,2.1,-6,0.3,-0.4,0.7,0.5,0,-1.4,-2.5,-4,-4
COc1cc(C(O)P(=O)(OCC(C)C)OCC(C)C)cc(OC)c1OC (stereo unspecified),-2.8,3,0.0,-1.8,-0.2,-3.6,2,-0.9,-1.5,4,-2
O=C(O)c1ccc(Nc2nc3ccccc3nc2NS(=O)(=O)c2cccs2)cc1,-1.1,1,-0.1,-2.7,1.5,0.3,2,-1.3,-0.4,-22,-3
CCOC(=O)Nc1ccc2c(c1)ncn2C1CCCCC1,0.0,-4,0.2,2.6,0.5,4.4,4,-2.0,-0.8,-1,3
COc1cc(CO)ccc1Oc1nc2ccccc2n2cnnc12,-2.1,-6,-0.5,-2.0,-1.2,-0.7,0,-1.0,-1.8,-8,-4
NS(=O)(=O)c1ccc(CCNS(=O)(=O)c2ccc(Cl)nc2)cc1,-1.1,-6,0.2,0.3,-0.2,-0.4,2,-1.4,-1.9,-10,-5
CN1CCN(c2nc(-c3ccccc3)cc(C(F)(F)F)n2)CC1,1.4,1,-0.6,0.0,0.2,2.2,-3,-0.7,-0.6,-8,-2
C[C@H]1CN([C@@H](C)CO)C(=O)c2cccc(NC(=O)Nc3ccc(C(F)(F)F)cc3)c2O[C@@H]1CN(C)Cc1ccc(Cl)c(Cl)c1,-0.5,-3,-2.3,-3.9,-3.2,-9.6,-1,-2.3,-1.7,-1,-5
COc1ccccc1Nc1nc(N)nc(CSC(=S)N2CCOCC2)n1,0.5,2,0.3,2.1,2.5,4.3,3,-0.5,0.6,-5,-6
CN(C)C=Nc1ccc([N+](=O)[O-])c2ccccc12,-1.0,16,1.7,-0.2,1.7,1.7,-7,-0.9,0.0,5,11
COC(=O)c1cccc(NC(=O)CN2CCOCC2)c1,0.7,3,-0.3,2.4,-1.4,-0.3,-2,-1.6,-1.3,-1,5
CC[C@@H]1CC2=C(C(=O)OC(C)(C)O2)[C@H](c2ccc(Cl)cc2)O1,-0.1,0,-0.4,1.2,.,.,-2,-0.4,-0.4,1,2
CCOc1ccc(-c2nnc(NC(=O)C3CCCC3)o2)cc1,1.8,-1,-0.4,5.6,0.0,3.8,-1,-0.7,0.8,-8,4
CC(C)Nc1nc(NCCO)nc2ccccc12,-1.2,-4,0.0,1.7,.,.,3,0.1,-0.9,-2,-2
COc1ccc(C2=NOC(C)(c3nnc(Cc4ccccc4)o3)C2)cc1 (stereo unspecified),-0.5,-3,-0.1,1.8,0.6,-0.6,0,-0.9,-0.7,1,-6
O=C(NCCc1ccccc1)c1nc2ncccn2n1,-0.1,3,0.1,-2.6,-0.3,-0.2,-3,0.1,-1.9,5,2
CC1CCN(C(=S)NC(=O)c2ccc(F)cc2)CC1,0.8,-1,-0.1,-1.1,1.5,2.1,-4,-0.9,-1.4,2,13
COc1cccc(C(=O)OC2CCCN(C)C2)c1 (stereo unspecified),-0.9,1,0.5,-1.1,1.8,-0.4,-1,-1.0,-1.1,2,-3
CCN1CCC(O)(/C=C/c2ccc(C)cc2)C(C(=O)/C=C/c2ccc(C)cc2)C1 (stereo unspecified),-2.8,-7,-0.5,-3.0,-1.5,1.3,0,-1.0,-0.4,5,-31
OC(COCC1COc2ccccc2O1)CN1CCc2ccccc2C1 (stereo unspecified),0.3,0,-0.4,-0.7,1.5,-1.7,-2,-1.0,-0.4,-1,-8
O=C(OCCN1C(=O)c2ccccc2C1=O)C1CC(O)CN1S(=O)(=O)c1ccc(Cl)cc1 (stereo unspecified),0.1,6,-0.1,1.4,-0.9,1.2,-1,-0.7,0.5,-1,6
O=C(O)CCCCCN1C(=O)/C(=C\c2ccc(-c3ccc(Cl)cc3)o2)SC1=S,-1.6,-2,0.2,-1.1,-1.3,0.7,-2,-0.5,-1.3,-8,-4
CCCc1nc(SCC(=O)N2CCOCC2)c2c(C)c(C)sc2n1,0.4,6,-0.2,0.3,-1.1,0.8,-2,-1.1,-0.9,-9,9

# An excerpt from above, limited to SMARCA2 act, PLC-beta3 inh and PG9 binder:
SMILES | SMARCA2 act | PLC-beta3 inh | PG9 binder
CC[C@@H]1CC2=C(C(=O)OC(C)(C)O2)[C@H](c2ccc(Cl)cc2)O1 | -2 | 1 | -0.1
CCOc1ccc(-c2nnc(NC(=O)C3CCCC3)o2)cc1 | -1 | -8 | 1.8

# Continued.
SMILES,PG9 binder,NR1D1 modulator,DAX1 inh-1,hgDAF-12 ag,DAX1 inh-2,GAA850 FXN act,SMARCA2 act,ssDAF-12 act,hcDAF-12 act,PLC-beta3 inh,HGIII-sPLA2 inh
Cc1ccc(-c2nn[nH]n2)cc1Cl,0.1,-5,0.1,2.4,-0.9,0.0,0,-0.7,1.2,-8,-7
O=C(NC(=O)c1ccc(Cl)c(Cl)c1)OC1CCS(=O)(=O)C1 (stereo unspecified),-2.2,0,0.3,0.1,1.6,-0.3,1,-1.3,-0.3,3,4
Cc1cc(/C=C(\C#N)C(=O)Nc2ccccc2F)c(C)[nH]1,0.3,12,12*,17*,2.2,4.3,2,0.2,5.1,-118,4
COCCSc1nnc(NC(=O)C2CC(=O)N(c3ccc(OC)cc3)C2)s1 (stereo unspecified),-0.2,-3,-1.0,-3.2,-0.5,0.2,0,-1.7,-0.4,-7,-6
CC1CCc2c(sc3ncnc(NS(=O)(=O)c4cccs4)c23)C1 (stereo unspecified),-2.5,-4,0.0,-0.3,1.1,0.5,0,-1.0,-1.2,0,-5
Cn1c(/C(C#N)=C(\O)c2ccc(Br)s2)nc2ccccc21,-56,39*,0.0,2.5,0.4,3.8,2,1.0*,5.3,-6,-2
Cc1ccc(S(=O)(=O)NCc2nnc(SCC(=O)Nc3cccc(C)c3C)n2C)cc1,0.4,-1,-0.1,-1.2,0.3,0.2,0,-0.6,-1.4,3,-4
Cc1ccc(NC(=O)C2CCCN(S(=O)(=O)c3c(C)noc3/C=C/N(C)C)C2)cc1F (stereo unspecified),-1.2,7,-0.1,-1.1,3.6,-1.0,-4,-1.3,-2.0,-10,11
CN(Cc1ccccc1)S(=O)(=O)CCNC(=O)c1ccc2c(c1)OCO2,-0.8,-2,0.7,-0.2,3.5,-0.7,-2,-0.6,0.4,-7,-7
COC(=O)/C(C#N)=C1/C=Cc2ccccc2N1,-4.0,-7,1.2,10,3.4,3.8,8.9*,-0.8,5.9*,-25,5
O=C(NNc1c(Cl)cccc1Cl)c1sccc1Cl,-1.1,8,-0.4,1.7,-0.6,1.7,-2,-1.3,0.8,-3,-4
COc1ccccc1C1CC(c2ccc(C)cc2)Nc2ncnn21 (stereo unspecified),-0.6,-2,-1.0,-0.2,-0.9,0.4,5,-2.1,-1.8,-13,-1
O=C(/C=C/c1ccc(O)c(O)c1)c1ccc(S(=O)(=O)N2CCCCCC2)cc1,-2.2,-7,-1.0,-1.9,-1.1,2.9,-1,-1.7,1.8,7,8
Cc1ccc(S(=O)(=O)N(CC(=O)NCc2ccccc2Cl)C(=O)N2CCN(C)CC2)cc1,-0.2,-6,-0.5,-0.5,1.7,0.0,-3,-0.7,-1.0,-8,8
CC(=O)Nc1ccc(NC(=O)C(C)OC(=O)C2CCN(S(=O)(=O)c3ccc4c(c3)OCCO4)CC2)cc1 (stereo unspecified),1.7,3,0.1,0.9,0.1,0.1,-2,-0.9,-1.3,1,3
CCOC(=O)c1ccc(N2C(=O)c3n[nH]c(C)c3C2c2ccccc2)cc1 (stereo unspecified),0.5,-1,-0.6,-2.1,0.0,-2.0,-2,-1.6,-2.2,-2,-12
CC1C(C#N)=C(N)OC2=C1C(=O)CC(C)(C)C2 (stereo unspecified),2.2,-2,0.3,4.7,-0.9,1.2,-3,-1.3,-1.5,-6,-1
CN(C)C(=O)CN1C(=O)C2CCCCN2C(=O)c2ccccc21 (stereo unspecified),-0.5,3,-0.7,-1.5,-0.5,2.4,4,-0.8,-2.2,5,5
CCCCCc1cc(OC)cc2c1C(=O)OC(C)(C)O2,-2.0,4,-0.4,0.5,0.2,0.5,-6,-1.5,0.4,-4,10
